# Screens from PubChem BioAssay.
# D1 antag – Antagonist of Human D 1 Dopamine Receptor: qHTS; hit rate 3.2% among 360,000; activity change, negative = inhibition, % at 10 µM; HEK293 TREx D1 cells, calcium flux, dopamine EC80; hits give low values; D(1A) dopamine receptor (Homo sapiens), P21728; in the data active = activity change below about -30%; also: % is scaled to controls: 0 for no effect and ±100 for the full control effect
# Target sequence (P21728 whole entry, looked up): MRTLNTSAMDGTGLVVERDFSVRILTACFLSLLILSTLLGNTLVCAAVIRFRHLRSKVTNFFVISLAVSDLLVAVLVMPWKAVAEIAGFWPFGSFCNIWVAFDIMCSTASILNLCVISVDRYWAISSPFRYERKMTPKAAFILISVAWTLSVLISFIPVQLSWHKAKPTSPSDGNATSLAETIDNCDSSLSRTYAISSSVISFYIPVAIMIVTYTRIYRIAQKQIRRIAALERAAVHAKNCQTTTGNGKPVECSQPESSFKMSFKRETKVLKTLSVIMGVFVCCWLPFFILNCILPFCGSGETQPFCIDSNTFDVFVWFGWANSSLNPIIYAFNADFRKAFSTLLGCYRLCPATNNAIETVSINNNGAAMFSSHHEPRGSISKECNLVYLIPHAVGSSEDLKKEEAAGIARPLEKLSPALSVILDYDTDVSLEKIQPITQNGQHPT
#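 Compound effects on dopamine-evoked calcium signalling were measured in tetracycline-induced HEK293 Trex D1 cells. Dopamine at EC80 followed a 180 s compound pre-read, and fluorescence was tracked kinetically for 180 s more.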
# D2 PAM – HTS Assay for Positive Allosteric Modulators of the Human D2 Dopamine Receptor: Primary Screen for Potentiators; D(2) dopamine receptor (Homo sapiens), P14416; HEK293 T-REx D2, calcium flux, EC20 dopamine potentiation; potentiation, % at 10 µM; hit rate 0.34% among 340,000; AID 485347, 2010;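 active = potentiation over 3 SD above the plate norm, cut at about 30% in these data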; also: 0% is about no effect
#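 Using a no-wash calcium dye in inducible, force-coupled HEK293 Trex cells expressing D2, we tracked fluorescence each second for 180 s after compound, then for 180 s after EC20 dopamine to detect augmented signalling.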
# TRHR agonist – qHTS for Small Molecule Agonists and Allosteric Enhancers of Human TRH Receptor: Primary Screen for Agonists; TRHR cells, calcium flux fluo-8, FDSS agonist mode; hit rate 0.18% among 360,000; Thyrotropin-releasing hormone receptor (Homo sapiens), P34981; AID 493084, 2011; activation, % at 2 µM; also: 0% is about no effect
# Target sequence (P34981 whole entry, looked up): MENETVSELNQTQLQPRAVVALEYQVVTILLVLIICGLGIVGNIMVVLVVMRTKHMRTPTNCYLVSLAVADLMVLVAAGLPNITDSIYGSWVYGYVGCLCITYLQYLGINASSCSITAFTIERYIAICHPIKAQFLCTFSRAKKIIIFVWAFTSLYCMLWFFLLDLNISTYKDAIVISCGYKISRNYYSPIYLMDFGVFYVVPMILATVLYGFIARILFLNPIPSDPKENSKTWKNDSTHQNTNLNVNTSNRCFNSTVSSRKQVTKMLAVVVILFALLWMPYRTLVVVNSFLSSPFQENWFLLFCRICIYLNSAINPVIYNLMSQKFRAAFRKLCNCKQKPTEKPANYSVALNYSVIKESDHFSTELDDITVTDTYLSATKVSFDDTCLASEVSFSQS
#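 Fluo-8-loaded TRHR cells; 10 s baseline, compound added, kinetic Ca2+ fluorescence read 1/s, agonist mode.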
# D2 antag – HTS Assay for Allosteric Antagonists of the Human D2 Dopamine Receptor: Primary Screen for Antagonists; D(2) dopamine receptor (Homo sapiens), P14416; HEK293 TREx D2 cells, calcium flux, dopamine EC80; inhibition, % at 10 µM; hit rate 2% among 340,000; AID 485344, 2010; in the data active = inhibition above about 30%; also: 0% is about no effect
#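 Overnight-induced (tetracycline, 30 C) HEK293 T-REx cells carrying force-coupled D2 receive a no-wash calcium dye, then compound, then EC80 dopamine at 180 s; signals are read kinetically throughout.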
# D1 agonist – Allosteric Agonists of the Human D1 Dopamine Receptor: qHTS. HEK293 T-REx D1 cells, calcium flux, agonist mode. activation, % at 2 µM. hit rate 1% among 360,000. AID 504660, 2011; also: 0% is about no effect
#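 Agonism was scored from calcium flux recorded over 180 s (1 read/s) after pintool compound addition, following a 10-cycle baseline. Cells were inducible force-coupled HEK293 TREx D1, plated overnight at 30 C and loaded with no-wash calcium dye.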
# D1 potentiator – Potentiators of Human D1 Dopamine Receptor: qHTS; potentiation, % at 10 µM; AID 504651, 2011; HEK293 TREx D1 cells, calcium flux, dopamine EC20 potentiation; D(1A) dopamine receptor (Homo sapiens), P21728; hit rate 0.036% among 360,000; in the data active = potentiation above about 30%; also: 0% is about no effect
# TRHR PAM – qHTS for Small Molecule Agonists and Allosteric Enhancers of Human TRH Receptor: Primary Screen for Enhancers; hit rate 0.66% among 360,000; AID 493056, 2011; enhancement, % at 2 µM; Thyrotropin-releasing hormone receptor (Homo sapiens), P34981; TRHR cells, fluo-8 calcium fluorescence, EC20 TRH enhancement; in the data active = enhancement above about 30%; also: 0% is about no effect
#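 Enhancer read-out: after compound pinning and an initial kinetic agonist-mode read, an EC20 of TRH (10 nM final) was injected and fluo-8 calcium signal (Ex 480/Em 530) followed at 1 s/cycle for 100 cycles in TRHR-expressing cells.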
# RXFP1 antag – qHTS Assay for Antagonists of the Relaxin Receptor RXFP1; hit rate 0.59% among 350,000; AID 1259400, 2018; activity change, negative = inhibition, % at 57.5 µM; HEK293-RXFP1, relaxin-stimulated cAMP HTRF, 30 min; hits give low values;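 active = activity change of -60% or lower, but not beyond a set lower limit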; also: % is scaled to controls: 0 for no effect and ±100 for the full control effect
# D2 agonist – HTS Assay for Allosteric Agonists of the Human D2 Dopamine Receptor: Primary Screen for Agonists; D(2) dopamine receptor (Homo sapiens), P14416; AID 485358, 2010; hit rate 0.53% among 340,000; HEK293 T-REx D2 cells, calcium flux agonist mode; activation, % at 2 µM;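 active = activation over 3 SD above normal in the single-dose calcium agonist read, cut at about 30% in these data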; also: 0% is about no effect
#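 In this primary screen, compounds producing a positive calcium signal within 180 s of addition to tetracycline-induced, force-coupled HEK293 Trex D2 cells are flagged; cells are dye-loaded with a no-wash calcium kit beforehand.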
# * hit, by the source's call; x = no result given; & = joins results of further samples. Rule as the data show it, unless noted: active = activation above about 30%; inactive = the rest.
# Preview:
SMILES,D1 antag,D2 PAM,TRHR agonist,D2 antag,D1 agonist,D1 potentiator,TRHR PAM,RXFP1 antag,D2 agonist
CC(C)(C)c1ccc(S(=O)(=O)n2c(CN3CCOCC3)nc3ccccc32)cc1,-2,-5,-1.0,1,-1,0,-7,11,-1.2
C=CCc1cccc(CNc2nc3ccccc3n2C)c1O,19,-7,-0.3,0,9,-2,-4,6,0.2
COC(=O)c1cccc(NC(=O)c2ccc3c(c2)C(=O)N(CC2CCCO2)C3=O)c1 (configuration not stated),-13,3,-0.1,-20,-1,-4,4,-4,0.3
O=C(CCc1nc2ccccc2c(=O)[nH]1)OCc1ccc(Cl)cc1Cl,10,0,-0.9,-4,1,-2,10,2,-0.6
COc1ccccc1CNC(=O)COc1ccc([N+](=O)[O-])cc1,-4,4,-1.1,-16,0,-4,1,-18,-1.0
CCCC(=O)C1=C(O)C(C(=O)OC)C(C)(C)CC1=NC(C)(C)C (configuration not stated),4,-3,-0.4,17,-3,0,-2,-2,-0.2
CCOC(=O)c1noc2nc(C)n(CC(=O)Nc3ccc(OC)c(Cl)c3)c(=O)c12,-1,2,-0.1,x,3,1,2,x,0.4

# The listing (from the top)
SMILES,D1 antag,D2 PAM,TRHR agonist,D2 antag,D1 agonist,D1 potentiator,TRHR PAM,RXFP1 antag,D2 agonist
CC(C)(C)c1ccc(S(=O)(=O)n2c(CN3CCOCC3)nc3ccccc32)cc1,-2,-5,-1.0,1,-1,0,-7,11,-1.2
C=CCc1cccc(CNc2nc3ccccc3n2C)c1O,19,-7,-0.3,0,9,-2,-4,6,0.2
COC(=O)c1cccc(NC(=O)c2ccc3c(c2)C(=O)N(CC2CCCO2)C3=O)c1 (configuration not stated),-13,3,-0.1,-20,-1,-4,4,-4,0.3
O=C(CCc1nc2ccccc2c(=O)[nH]1)OCc1ccc(Cl)cc1Cl,10,0,-0.9,-4,1,-2,10,2,-0.6
COc1ccccc1CNC(=O)COc1ccc([N+](=O)[O-])cc1,-4,4,-1.1,-16,0,-4,1,-18,-1.0
CCCC(=O)C1=C(O)C(C(=O)OC)C(C)(C)CC1=NC(C)(C)C (configuration not stated),4,-3,-0.4,17,-3,0,-2,-2,-0.2
CCOC(=O)c1noc2nc(C)n(CC(=O)Nc3ccc(OC)c(Cl)c3)c(=O)c12,-1,2,-0.1,x,3,1,2,x,0.4
CNC(=O)c1c(NC(=O)c2ccc(S(=O)(=O)N3CCCC3)cc2)sc2c1CCN(C(C)C)C2,4,-1,47*,-11,89*,-1,3,x,16
CCn1c(C2CCN(Cc3ccccc3)CC2)n[nH]c1=S,8,-17,-0.5,-12,5,1,1,-15,-0.2
CCS(CC)=NS(=O)(=O)c1ccc(NC(C)=O)cc1,1,11,1.4,-12,4,-1,1,-1,-0.2
O=C(CCc1ccccc1)NNC(=S)NC(=O)c1ccc(Cl)cc1,-13,-6,5.3,-3,18,-1,6,-12,3.9
Nc1nnnn1/N=C/c1ccc(O)cc1,2,5,-0.3,-3,3,0,-6,4,-1.2
CCOC(=O)c1c(C)[nH]c(C)c1S(=O)(=O)N1CCCC(C(=O)Nc2ccc(C)c(N(C)C)c2)C1 (configuration not stated),25,10,-0.4,x,1,-2,0,x,0.2
O=C(Nc1ccccc1Cl)c1ccc(S(=O)(=O)N2CCOCC2)cc1,-3,-4,-0.7,x,4,2,23,x,x
CCOC(=O)c1c(CSc2ccccc2)n(C)c2ccc(O)c(CN3CCN(C)CC3)c12,5,-9,0.7,-18,4,-4,-5,-6,0.1
O=C(NCCCN1CCOCC1)C1CCC(=O)N1C1CCCCC1 (configuration not stated),7,-7,0.8,-14,3,-1,2,5,-0.1
Cc1cc(C)nc(NS(=O)(=O)c2ccc(NC(=O)COc3ccccc3F)cc2)n1,-9,-4,0.2,7,2,-11,-3,4,0.1
Cn1c(SCC(=O)NC(C)(C)C)nnc1-c1ccc(C(C)(C)C)cc1,-1,-2,0.4,-7,8,-3,2,20,0.2
Cc1cc(C)n2cc(CSc3ncccc3C(=O)O)nc2n1,2,-15,0.5,-3,2,-6,-8,9,0.0
CC(=O)NCCC(=O)N(Cc1ccccc1)c1nc2c(C)cccc2s1,3,-2,-1.5,9,4,-2,-2,-7,-0.5
O=C(N1CCN(c2ccccc2)CC1)C(F)(F)C(F)(F)F,-1,-15,0.5,2,0,-6,-3,-20,23
O=C(COC(=O)c1cc(-c2cccs2)nn1-c1ccccc1)Nc1ccc(F)c([N+](=O)[O-])c1,2,22,0.0,-1,6,9,-2,2,-1.3
CCOc1ccc(NS(=O)(=O)c2ccc3[nH]cc(C(=O)NCC4CCCO4)c(=O)c3c2)cc1 (configuration not stated),-12&-19,9&-2,0.3&0.0,-3,5&1,-3&-1,8&1,-2&7,-1.9&0.4
CC(=O)OC1CC(n2ccc(NC(=O)c3ccccc3)nc2=O)OC1CO (configuration not stated),2,10,0.6,4,0,4,6,2,-1.3
C=CCNC(=O)CC(=O)N/N=C/c1cccs1,-10,2,0.2,17,0,-1,0,4,1.1
CCC(CC)C(=O)Nc1cccc(C(=O)Nc2ccc(OC)cc2[N+](=O)[O-])c1,-10,-2,0.6,10,3,6,-4,7,0.0
O=S(=O)(NCc1ccco1)c1cccc2cccnc12,-8,-4,-0.6,3,0,0,2,-2,-1.6
O=C(N/N=C/c1cccc([N+](=O)[O-])c1)c1cc[n+](CCO)cc1,0,2,0.7,-15,2,-7,-7,17,0.8
CC(C)C1/C(=N/O)CC(c2ccccc2)NC1c1ccccc1 (configuration not stated),-3,12,-1.0,-7,2,5,-2,-6,-1.8
CC1=C(C(=O)Nc2ccc(C)cc2C)C(c2ccc(C)o2)NC(=S)N1 (configuration not stated),-8,-10,-0.1,8,2,-7,-6,1,-0.3
COc1ccc(O)c(CNn2c(-c3ccc(Br)cc3)nc3ccccc3c2=O)c1,6,3,-0.6,50*,-4,0,13,-37,-1.8
Cn1c(=O)c2c(ncn2Cc2ccccc2)n(C)c1=O,4,13,1.3,26,3,5,-4,x,0.1
CN1CCN(NC(=O)c2ccccc2F)CC1,6,9,0.4,-6,0,5,6,-5,-0.8
CCOC(=O)c1cccc(NC(=O)C2CCN(S(=O)(=O)c3cnc[nH]3)CC2)c1,-25,4,0.1,-1,4,-6,1,8,-0.1
CC(=O)c1ccc(N2CCN(C(=O)c3ccc(Cn4c(=O)[nH]c5ccccc5c4=O)cc3)CC2)cc1,-27,-11,-0.1,x,3,-5,6,1,0.9
N#C/C(=C\c1cccs1)C(=O)NCc1ccccc1,10,9,0.3,-5,0,-6,3,-9,-0.4
Cc1occc1C(=O)O/N=C(\N)c1ccc(Cl)cc1,4,1,-0.4,-4,-1,-10,1,-22,1.6
CCCSc1nc2sc3c(c2c(=O)n1Cc1ccccc1)CC(C)(CC)OC3 (configuration not stated),8,-6,0.3,x,-1,1,1,-6,0.7
N[C@@H](Cc1ccc(O)cc1)C(=O)Nc1ccc2ccccc2c1,-27,-9,-0.2,-12,8,-7,2,3,-0.6
Cc1sc(NC(=S)NC(=O)c2ccco2)c(C(N)=O)c1C,-21,4,0.2,-6,-1,-6,3,-3,-0.2
Cc1cc(C)c(C(=O)/C=C/c2ccc(C(C)C)cc2)c(=O)[nH]1,-5,9,0.8,x,1,1,-1,6,x
CC(=O)c1cccc(N/C=C\c2nnnn2-c2ccc(F)cc2)c1,-3,-3,-0.1,6,2,-1,5,7,1.1
Cc1ccc(NS(=O)(=O)c2ccc3c(c2)NC(=O)CCS3)cc1C,-17&-6,-1&-5,0.1&-0.4,22,9&9,-4&0,-4&3,5,0.6&1.0
Cc1nn(CC(=O)N2CCC(C)CC2)c(=O)c2nn(-c3ccccc3)c(C)c12,2,6,-0.2,-10,1,-3,-3,14,-0.2
O=C(N/N=C/c1ccccc1OC(=O)N1CCOCC1)c1cccs1,-13,2,1.6,1,2,3,10,-21,0.0
CCOC(OCC)c1cn(Cc2ccc3c(c2)C(=O)c2ccccc2C3=O)nn1,-13,-3,-0.5,12,-2,-5,-7,x,-0.1
COc1ccc(NC(=O)/C(=C\c2cccnc2)NC(=O)c2cccs2)cc1,-1,2,1.2,-2,2,-3,-3,-9,-0.1
O=C(CN(c1ccc2c(c1)OCCO2)S(=O)(=O)c1ccccc1)N1CCN(Cc2ccccc2)CC1,19,x,-0.5,x,1,-2,3,-5,x
C=CCn1c(SCc2cccc(C#N)c2)nnc1-c1ccccc1O,2,0,-0.3,1,4,9,1,0,0.3
Cc1cc(C(=O)NCC(=O)Nc2c(C)cccc2C)c(C)o1,-11,0,-0.1,24,2,-4,-5,14,0.4
CCN(C(=O)c1ccco1)C1C2CC3CC(C2)CC1C3 (configuration not stated),4,5,-0.4,-1,0,8,-5,-13,-0.1
CC1CCCN(C(=O)COC(=O)/C=C/c2ccc(C(F)(F)F)cc2)C1 (configuration not stated),-47*,7,0.3,-5,5,-17,8,6,-1.3
Cc1cc(=O)oc2cc(OCC(=O)N/N=C/c3cc([N+](=O)[O-])ccc3O)ccc12,10,0,-0.2,11,3,-4,-4,-12,-0.9
COc1ccc(OC)c(CNC(=O)CCn2nc(C)c3c(C)n(-c4ccccc4)nc3c2=O)c1,1,-8,-0.2,7,1,-1,-13,-26,-0.3
Cc1ccn2c(NCc3ccc4c(c3)OCO4)c(-c3ccc(O)cc3)nc2c1,-6,1,-0.4,-5,2,-2,10,-1,1.1
COc1ccc(OC)c(NC(=O)C2CCN(S(=O)(=O)c3c(C)noc3C)CC2)c1,33,-3,-0.1,21,-3,-1,-3,6,0.3
Cn1nnc2cc(NC(=O)Nc3cccc(C(F)(F)F)c3)ccc21,9,14,0.0,-21,-1,11,2,-1,0.6
CC(C)[C@@H]1NC(=O)c2cc([N+](=O)[O-])cc(I)c2NCCC[C@@H](C(N)=O)NC(=O)[C@H](CO)NC1=O,9,-6,-1.0,7,-2,-2,6,x,-0.7
O=C(CSc1n[nH]c(-c2ccco2)n1)Nc1ccccc1,-5,2,0.0,4,6,-2,-5,-6,0.2
Cc1cc(C)nc(SCCC(=O)N(C)C)n1,3,12,0.1,-26,1,-7,3,5,-0.2
Cc1cc2nc(-c3cccc(NC(=O)COc4ccc(Cl)c(C)c4)c3)oc2cc1C,-1,8,0.8,x,0,-5,4,-9,0.6
O=C(O)CCSc1nnc(-c2ccc3c(c2)OCO3)o1,-3,-1,0.0,-3,1,-10,4,1,-0.2
